Source: PubChem BioAssay
STK33 inh – human STK33 kinase inhibition; Q9BYT3; purified STK33, MBP phosphorylation, ADP-Glo luminescence; inhibition, % at 10 µM; 320,000 tested, 0.073% active; AID 2661;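 active means inhibition at or above 25%, using the most active replicate where run in duplicate; inactive means inhibition below 25%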
Starred values were filed as active, the others as inactive; & = joins results of further samples. Only part of the results is shown (hit frequency here may not be typical).

SMILES	STK33 inh
CC(=O)N1C[C@H](O)C[C@H]1C(=O)O	-3.0
COc1c(O)cc2c(c1O)C1OC(CO)C(O)C(O)C1OC2=O (configuration not stated)	-0.9
CC(C)(CO)[C@@H](O)C(=O)NCCC(=O)O	-2.3
CCCCCCCCO	-1.6
CC(C)=CC(=O)O[C@@H]1Cc2cc3ccc(=O)oc3cc2OC1(C)C	1.0
CCC[C@H](N[C@@H](C)C(=O)N1[C@H](C(=O)O)C[C@@H]2CCCC[C@@H]21)C(=O)OCC	-1.3
Cc1onc(-c2ccccc2Cl)c1C(=O)N[C@@H]1C(=O)N2[C@@H]1SC(C)(C)[C@@H]2C(=O)O	-3.2&-1.3
O=C(O)[C@@H]1[C@H]2C[C@H]3c4[nH]c5ccccc5c4CCN3C[C@@H]2CC[C@@H]1O	0.4

Sorted by value in STK33 inh (ascending): some entries from above
compound,STK33 inh
CC(=O)N1C[C@H](O)C[C@H]1C(=O)O,-3.0
CC(C)(CO)[C@@H](O)C(=O)NCCC(=O)O,-2.3
CCC[C@H](N[C@@H](C)C(=O)N1[C@H](C(=O)O)C[C@@H]2CCCC[C@@H]21)C(=O)OCC,-1.3
